SRC3 TRFRET art: counter-screen for PPARgamma SRC-3 recruitment agonists: TR-FRET artefact | PPARgamma/SRC-3 format; active compounds read high | TR-FRET ratio at 8 µM | 0.39% of 99,000 active | AID 1048; in the data active = TR-FRET ratio above about 2000; note: inactives centre near 1600; reference of the scale not given here
SRC1 TRFRET art: flags TR-FRET format artefacts in PPARgamma SRC-1 recruitment agonist screen. AID 1051. TR-FRET ratio at 8 µM. TR-FRET detection artefact counter-screen, emission ratio; active compounds read high. 0.34% of 99,000 active; in the data active = TR-FRET ratio above about 2300; note: inactives centre near 1800; reference of the scale not given here
Numbers without * were called inactive. A portion of the library. The share of hits here may be higher or lower than overall.

The first six records, to show the layout:
SMILES | SRC3 TRFRET art | SRC1 TRFRET art
C=CCNC(=O)NC(=O)COC(=O)/C(C#N)=C/c1ccc(OC)cc1 | 1256 | 1578
COc1cc(CNCCN(C)C)ccc1OCc1c(F)cccc1Cl | 1629 | 1636
CCc1ccc(NC(=O)CSc2nc3ccsc3c(=O)n2CCCCCC(=O)O)cc1 | 1405 | 1694
COc1ccc(CNC(=O)N2CCN(c3ccc(F)cc3)CC2)cc1Cl | 1690 | 2083
CCn1cc(S(=O)(=O)N2CCN(Cc3cccc(Cl)c3)CC2)cn1 | 1665 | 1825
Cc1ccc(O)c(CCc2ccccc2)n1 | 1478 | 1717

This part in full, previewed entries included:
SMILES | SRC3 TRFRET art | SRC1 TRFRET art
C=CCNC(=O)NC(=O)COC(=O)/C(C#N)=C/c1ccc(OC)cc1 | 1256 | 1578
COc1cc(CNCCN(C)C)ccc1OCc1c(F)cccc1Cl | 1629 | 1636
CCc1ccc(NC(=O)CSc2nc3ccsc3c(=O)n2CCCCCC(=O)O)cc1 | 1405 | 1694
COc1ccc(CNC(=O)N2CCN(c3ccc(F)cc3)CC2)cc1Cl | 1690 | 2083
CCn1cc(S(=O)(=O)N2CCN(Cc3cccc(Cl)c3)CC2)cn1 | 1665 | 1825
Cc1ccc(O)c(CCc2ccccc2)n1 | 1478 | 1717
COc1ncnc2c1sc1nc(-c3ccccc3)c3c(c12)CCCC3 | 1773 | 1781
CC1(C(=O)OCC(=O)Nc2ccc(C(N)=O)cc2)CC1(Cl)Cl (centres undefined) | 1134 | 1882
CCOC(=O)c1[nH]ncc1CN1CCCC(C(=O)c2cccc3ccccc23)C1 (centres undefined) | 1524 | 1765
O=C(Nc1ccc(F)c(Cl)c1)N1CCCC1 | 1556 | 1750
CC1CCCCN1CCCNC(=O)C1CCN(c2nc3ccccc3o2)CC1 (centres undefined) | 1540 | 1492
CN(C)S(=O)(=O)NCCNc1ccc(C(F)(F)F)cc1[N+](=O)[O-] | 1503 | 1668
CCOC(=O)C1CCN(c2nc(C)cc(C)c2C#N)CC1 | 1733 | 2060
C=CCc1cc(OC)ccc1OCCOCCC(C(=O)OCC)C(=O)OCC | 1473 | 1628
COc1ccc(CCN2CN(S(=O)(=O)c3ccc(OC)cc3)c3nc4ccccc4nc32)cc1 | 1595 | 1681
CCOc1cc(/C=N/O)cc(Br)c1OCC(=O)NCc1ccccc1 | 1330 | 1679
O=[N+]([O-])c1cccc2ccc(/C=C/c3ccc(F)cc3)nc12 | 1489 | 2032
CCC(OC(=O)CN1C(=O)C(=O)c2ccccc21)C(=O)Nc1ccc(S(N)(=O)=O)cc1 (centres undefined) | 1531 | 1853
CCCCn1c(=O)nc2n(-c3ccc(Cl)cc3)c3ccccc3cc-2c1=O | 1703 | 1845
Cn1cccc1/C=N/NC(=O)C12CC3CC(CC(C3)C1)C2 | 1515 | 1829
CCN(CC)S(=O)(=O)c1ccc(C(=O)NC(=S)N(CCC#N)Cc2cccnc2)cc1 | 1647 | 1834
O=C(NCCCN1CCOCC1)C(=O)N/N=C/c1c(Cl)cccc1Cl | 1506 | 1964
CC(C)(C)NS(=O)(=O)c1cc(C(=O)Nc2sccc2C#N)ccc1Cl | 1733 | 1955
COc1cccc(OCc2nnc(SCC(=O)NNC(=O)C3CCCCC3)n2C)c1 | 1718 | 1866
O=C(COc1ccccc1)NCCc1nc2ccccc2[nH]1 | 1513 | 1681
CC(C)c1onc(C(=O)Nc2cccc(Cl)c2)c1[N+](=O)[O-] | 1568 | 1651
O=c1[nH]nc(CNc2cccc(C(F)(F)F)c2)c2ccccc12 | 1776 | 1697
COC(=O)CCNc1n[nH]c(=O)[nH]c1=O | 1714 | 1933
Cc1cc(C)c(C#N)c(SCc2ccc(F)cc2)n1 | 1600 | 1966
COc1ccccc1N1CCN(C(=O)c2ccc(Cl)c(S(=O)(=O)N3CCCC3)c2)CC1 | 1695 | 1838
Cc1cc(NC(=O)c2cc(C)on2)n(-c2ccccc2)n1 | 1744 | 2091
NS(=O)(=O)c1ccc(NC(=S)N2CCN(c3ccc(Cl)c(Cl)c3)CC2)cc1 | 1477 | 1727
CC(C)C(C)NC(=O)COC(=O)c1cc(S(=O)(=O)N(C)C)ccc1N1CCCC1 (centres undefined) | 1610 | 1662
Cn1nnnc1SCC(=O)NNC(=O)c1ccc(Cl)cc1 | 1697 | 1674
Cc1cc(=O)oc2cc(OCc3ccc(C(=O)OCC(=O)Nc4ccc(N(C)C)cc4)cc3)ccc12 | 1685 | 1831
CC1CC(C)CN(C(=S)Nc2ccc3nc4n(c(=O)c3c2)CCCCC4)C1 (centres undefined) | 1625 | 1952

Part of the list above, with values under each structure.
The line under a structure holds: SRC3 TRFRET art | SRC1 TRFRET art
CC(C)c1onc(C(=O)Nc2cccc(Cl)c2)c1[N+](=O)[O-]
 : 1568 | 1651
O=c1[nH]nc(CNc2cccc(C(F)(F)F)c2)c2ccccc12
 : 1776 | 1697
COC(=O)CCNc1n[nH]c(=O)[nH]c1=O
 : 1714 | 1933
Cc1cc(C)c(C#N)c(SCc2ccc(F)cc2)n1
 : 1600 | 1966
COc1ccccc1N1CCN(C(=O)c2ccc(Cl)c(S(=O)(=O)N3CCCC3)c2)CC1
 : 1695 | 1838
Cc1cc(NC(=O)c2cc(C)on2)n(-c2ccccc2)n1
 : 1744 | 2091
NS(=O)(=O)c1ccc(NC(=S)N2CCN(c3ccc(Cl)c(Cl)c3)CC2)cc1
 : 1477 | 1727

Returning to the listing, starting 2 compounds before the break.
SMILES | SRC3 TRFRET art | SRC1 TRFRET art
Cc1cc(=O)oc2cc(OCc3ccc(C(=O)OCC(=O)Nc4ccc(N(C)C)cc4)cc3)ccc12 | 1685 | 1831
CC1CC(C)CN(C(=S)Nc2ccc3nc4n(c(=O)c3c2)CCCCC4)C1 (centres undefined) | 1625 | 1952
Cc1cc(C)c(C(=O)CN2C(=O)NC3(CCC(C)CC3)C2=O)cc1C (centres undefined) | 1360 | 1879
COc1ccc(-n2c(Cc3cccn3C)nnc2SCC(=O)Nc2ccc(F)cc2)cc1 | 1745 | 1701
CCc1nnc(NC(=O)CSc2nnc(CNc3ccc(OC)cc3)n2C)s1 | 1754 | 1815
CC(=O)Nc1ccc(S(=O)(=O)Nc2ccc3c(c2)OCCO3)cc1 | 1598 | 1863
Cc1c(Cl)cccc1NC(CC(=O)c1ccccc1)C(=O)O (centres undefined) | 1480 | 1915
C/C(=N/OC(=O)c1c(-c2ccccc2Cl)noc1C)c1cnccn1 | 1482 | 1967
O=C1CCCC(=O)C1=C1SCCCS1 | 1551 | 1718
CCN(CC)CCN(Cc1cc2ccc(C)cc2[nH]c1=O)C(=O)Nc1ccc(Cl)cc1 | 1286 | 1633
COc1ccccc1CNCC(=O)N1CC(=O)Nc2ccccc21 | 1455 | 1748
Cc1cc(C)c(-c2csc(Cc3nc(-c4cc5ccccc5oc4=O)cs3)n2)cc1C | 1731 | 1810
NC(=O)c1sc2nc3c(cc2c1N)CCC3 | 1737 | 1918
COc1ccccc1C(=O)C1CCCN(C(=O)c2cc(CC(C)C)nc(C)n2)C1 (centres undefined) | 1633 | 1718
CCC(=O)Nc1ccc(C(=O)OCc2ccc(Cl)c(Cl)c2)cc1 | 1696 | 1869
CC(C)(C)NCC(O)Cn1cc(C=O)c2ccccc21 (centres undefined) | 1617 | 1858
COc1ccc([N+](=O)[O-])cc1/C=N/NC(=O)CNC(=O)c1cccc(F)c1 | 1553 | 1691
CC(=O)Nc1sc(N/N=C\c2ccccc2)nc1-c1cccs1 | 1209 | 1755
CSc1ccccc1C(=O)C1CCCN(S(=O)(=O)c2c(C)noc2C)C1 (centres undefined) | 1562 | 1778
O=C(CNS(=O)(=O)c1ccc(C(=O)N2CCCCC2)cc1)N1CCCCC1 | 1645 | 2057
Cc1cc(Cl)ccc1OCCCC(=O)NN | 1538 | 1579
O=C(c1ccccc1)N1CCN=C1c1ccccc1 | 1469 | 1769
CC(C)CCN(C)C1CCN(S(=O)(=O)c2cccc(C(F)(F)F)c2)CC1 | 1730 | 1751
O=C(Nc1nnc(-c2cccs2)s1)C1CC1 | 1589 | 1680
Cc1cccc(N/C(N)=N/c2nc(C(F)(F)F)cc(=O)[nH]2)c1C | 1455 | 1803
COc1ccc(C(CC(=O)Nc2cc(OC)cc(OC)c2)n2cccc2)cc1 (centres undefined) | 1520 | 1677
Cc1cc(C)n(-c2cccc(CN(C)Cc3nc(-c4cnccn4)no3)c2)n1 | 1894 | 1748
Cc1nnc2c3ccccc3c(Cl)nn12 | 1436 | 1711
CC1CCC2C(=O)N(c3ccc(NC4CCCCC4)c([N+](=O)[O-])c3)C(=O)C2C1 (centres undefined) | 1372 | 1771
COc1ccc2c(c1)O[C@H](c1ccc3c(c1)OCO3)[C@@H](OC(=O)N[C@H](C)C1CCCCC1)C2=O | 1524 | 1931
ON/C=N/C(=S)Nc1ncc(C(F)(F)F)cc1Cl | 1387 | 1577
Cc1cc(C)n(-c2ccc(S(N)(=O)=O)cc2[N+](=O)[O-])n1 | 1614 | 1800
CCOC(=O)CC(NS(=O)(=O)Cc1ccccc1)c1ccc(C)cc1 (centres undefined) | 1471 | 1730
Cc1csc(NC(=O)CSc2ccc3nnc(-c4ccncc4)n3n2)n1 | 1492 | 1716
CCOC(=O)Cn1c(=NC(=O)CSC(C)=O)sc2ccccc21 | 1521 | 1812
COC(=O)Nc1ccc(S(=O)(=O)N2CCCc3cccc(O)c32)cc1 | 1358 | 1527
Cn1c(CSCc2ccc(Cl)c(Cl)c2)n[nH]c1=S | 1722 | 1812
C(=C\c1ccccc1)/CN1CCN(Cc2nc(Cc3ccccc3)no2)CC1 | 1357 | 1780
O=C(Nc1cccnc1)c1ccc(-c2cc(Cl)ccc2Cl)o1 | 1761 | 1914
Cc1nn(-c2ccccc2)c(Oc2ccccc2)c1C=O | 1672 | 1995
COc1ccc(CCN(Cc2ccc(C(C)C)cc2)S(=O)(=O)c2ccc(S(=O)(=O)N(C)C)cc2)cc1OC | 1584 | 1936
CN1CCC(NC(=O)c2ccncc2)CC1 | 1694 | 1675
Cc1noc(C)c1CC(=O)N1CCCC(C(=O)c2ccc(C(C)(C)C)cc2)C1 (centres undefined) | 1891 | 1723
FC(F)(F)c1ccc(/C=N/NC(=S)NC2CCCCC2)cc1 | 1414 | 1665
COc1ccc(-c2nn(-c3ccccc3)cc2/C=C\C(=O)Nc2ccc(C(=O)O)cc2)cc1 | 1567 | 1853
Cc1c(C(=O)C(=O)NCc2ccco2)c2ccccc2n1C | 1576 | 1745
O=C(COc1nc2ccccc2nc1N1CCOCC1)Nc1cccc(S(=O)(=O)N2CCCCC2)c1 | 1674 | 1855
CSc1ccccc1C(=O)N1CCN(c2ncccn2)CC1 | 1603 | 1864
COc1ccc2c(c1)NC(c1cc(Cl)cc(Cl)c1O)c1cccn1-2 (centres undefined) | 1718 | 1963
Cc1ccc(Cl)cc1N(CC(=O)Nc1cccc(N(C)S(C)(=O)=O)c1)S(C)(=O)=O | 1637 | 1724
COc1ccc2c(c1)C=C(CN1CCC(CO)(CCc3ccccc3)CC1)CO2 | 1526 | 1715
COCCCn1c(=O)/c(=C\c2ccccc2OC(F)F)s/c1=C(/C#N)C(=O)N1CCOCC1 | 1764 | 1871
Cc1ccsc1C(=O)OCC(=O)NCCC1=CCCCC1 | 1506 | 1729
O=C(CCN1C(=O)/C(=C\c2cccs2)SC1=S)Nc1nccs1 | 1628 | 1775
O=c1[nH]c(SCc2cccc(F)c2)nc2c1CCCC2 | 1391 | 1752
Cc1c(C#N)c2ccccc2n1CC(=O)N1CCc2ccccc2C1 | 1379 | 1737
CC1(C)CN(c2cccc(-c3ccnc4ncnn34)c2)C1=O | 1487 | 1779
CCOC(=O)N1CCC(N2C(=O)c3ccccc3C2Nc2ccc(S(=O)(=O)N(CC)CC)cc2)CC1 (centres undefined) | 1683 | 1837
CCN(CC)C(=O)CNc1ccc(C(F)(F)F)cc1[N+](=O)[O-] | 1608 | 1777
O=C(c1cccs1)C1CCCN(Cc2nc(Cc3ccccc3F)no2)C1 (centres undefined) | 1758 | 1663
CCOc1ccccc1NC(=O)C(OC(=O)c1ccccc1NS(=O)(=O)c1cccs1)c1ccccc1 (centres undefined) | 1672 | 1939
Clc1ccccc1N1CCN(c2ncnc3nc[nH]c23)CC1 | 1392 | 1561
CC(C)CNC(=S)NC1CC2CCCC(C1)N2C1CCCCC1 (centres undefined) | 1777 | 2185
